# CHT inh = inhibitors of human choline transporter CHT. Q9GZV3. CHT-expressing cells, membrane potential dye, choline response; hits give low values. B-score at 10 µM. 310,000 compounds, 0.86% hits. AID 488975;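 active means B-score over 3 SD under the library average, and starting fluorescence ratio not unusually high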;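 further: choline stimulus applied at its EC90 after an EC20 pre-addition; B-score computed on integrated fluorescence ratio after choline addition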
# Target sequence (Q9GZV3 whole entry, looked up): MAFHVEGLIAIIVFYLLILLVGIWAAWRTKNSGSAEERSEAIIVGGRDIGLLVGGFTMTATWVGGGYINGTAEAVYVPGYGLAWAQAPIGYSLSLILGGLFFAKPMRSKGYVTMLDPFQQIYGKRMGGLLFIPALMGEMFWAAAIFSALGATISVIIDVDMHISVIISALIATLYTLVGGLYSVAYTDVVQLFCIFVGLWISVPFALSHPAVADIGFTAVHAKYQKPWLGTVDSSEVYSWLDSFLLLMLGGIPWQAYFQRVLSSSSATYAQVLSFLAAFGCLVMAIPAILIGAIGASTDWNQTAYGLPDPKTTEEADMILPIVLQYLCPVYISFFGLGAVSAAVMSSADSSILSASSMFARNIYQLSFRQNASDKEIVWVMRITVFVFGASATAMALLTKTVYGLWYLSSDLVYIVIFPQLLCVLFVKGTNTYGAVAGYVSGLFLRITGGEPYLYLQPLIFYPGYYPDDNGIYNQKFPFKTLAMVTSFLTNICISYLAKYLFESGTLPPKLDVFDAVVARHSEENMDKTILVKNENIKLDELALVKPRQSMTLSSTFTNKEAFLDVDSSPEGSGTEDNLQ
# Kir21 inh = blocks the mouse Kir2.1 inward-rectifier potassium channel. HEK293-Kir2.1, FluxOR thallium flux fluorescence; hits give low values. B-score at 10 µM. 310,000 compounds, 0.85% hits;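 active means fluorescence ratio B-score at or below minus 3 SD of library scores, with starting-brightness B-score within 2 SD, cut at about -4.2 in these data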;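 further: channel flux triggered by added potassium and thallium sulfate stimulus; B-score of peak minus minimum fluorescence over baseline after thallium stimulus; more negative B-score means stronger Kir2.1 block with less thallium influx; some compounds called inactive have numbers as strong as hits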
# Target sequence (P35561 whole entry, looked up): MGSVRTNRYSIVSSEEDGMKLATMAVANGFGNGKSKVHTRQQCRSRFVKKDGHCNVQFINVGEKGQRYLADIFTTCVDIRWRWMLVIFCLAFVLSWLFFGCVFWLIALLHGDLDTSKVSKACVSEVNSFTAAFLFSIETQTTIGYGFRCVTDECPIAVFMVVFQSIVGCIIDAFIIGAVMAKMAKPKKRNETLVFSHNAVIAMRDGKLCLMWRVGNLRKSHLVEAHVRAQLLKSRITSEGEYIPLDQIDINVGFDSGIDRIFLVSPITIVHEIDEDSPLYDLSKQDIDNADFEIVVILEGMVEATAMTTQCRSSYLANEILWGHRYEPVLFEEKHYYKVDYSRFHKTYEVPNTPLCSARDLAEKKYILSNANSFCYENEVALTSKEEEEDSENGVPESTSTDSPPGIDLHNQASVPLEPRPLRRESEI
# * = called active by the depositor; i = inactive; nt = not tested or not shown.
Molecule	CHT inh	Kir21 inh
Cc1n[nH]c(=O)c2c(NC(=O)COC(=O)/C=C/c3cccc(C(F)(F)F)c3)oc(C)c12	i	-0.29
CC1/C(=N/O)CC(c2ccccc2)NC1c1ccccc1 (stereo not given)	i	-0.01
O=C1c2ccccc2C(=O)N1CCc1nc(-c2cccnc2)no1	i	-0.64
O=C(O)c1cc(-c2cccnc2)nc2ccccc12	i	-1.5
Cc1ccccc1NC(=O)n1ncc2cc(Cl)ccc21	i	-0.33
c1ccc(CNc2nc(NCc3ccco3)nc(N3CCOCC3)n2)cc1	i	-0.06
Cc1nnc(N/N=C/c2ccccn2)[nH]c1=O	i	-1.3
CCn1cc(C(=O)OCC(=O)Nc2ccc(C(C)C)cc2)c(=O)c2ccc(C)nc21	i	1.3
O=C(NS(=O)(=O)c1ccc(NC(=O)C2CCCO2)cc1)c1ccccc1 (stereo not given)	i	0.02
COc1ccc(-n2nc([N+](=O)[O-])c(=NCCc3cccc(C)c3)n2O)cc1	i	0.48
S=c1[nH]nc(-c2ccco2)n1/N=C/c1cccc(Cl)c1Cl	i	-0.01
COc1ccc(-c2ccc(SCC(=O)c3cccs3)nn2)cc1OC	i	1.5
NNC(=O)/C(=C/c1cccs1)NC(=O)c1ccccc1Cl	i	0.63
O=C(CCN1CCCCC1=O)NC1CCCc2c1cnn2-c1ccccc1F (stereo not given)	i	-0.2
O=C(Nc1cc(-c2nc3ncccc3o2)ccc1Cl)c1cccs1	i	-0.03
CC1CC2=C(NC(=S)NC2c2cccc(F)c2)/C(=C/c2cccc(F)c2)C1 (stereo not given)	nt	0.08
CCOc1cc(/C=N/NC(=O)CCn2nnc3ccccc32)ccc1O	i	-1.3
OCCC1CN(Cc2cccn2-c2ccccn2)CCN1C1CCCCC1 (stereo not given)	i	1
COc1ccc(NC(=O)C2CCCN(C(=O)Nc3ccc(OC)cc3)C2)cc1 (stereo not given)	i	0.76
O=C(CSc1nnc(NC(=O)c2ccco2)s1)NCc1ccc2c(c1)OCO2	i	1.5
O=C(Cn1cc(C(=O)C2CC2)c2ccccc21)NC1CCCC1	i	1.3
CCN(CC(=O)Nc1sc2c(c1C#N)CCC(C)C2)CC(=O)NC1CCS(=O)(=O)C1 (stereo not given)	i	0.65
COCCc1nc2ccc(C(=O)NCc3cccc(-n4cccn4)c3)cc2o1	i	-0.45
CC(C)(C)c1ccc(C(=O)NCC(=O)OCC(=O)N2CCN(S(=O)(=O)c3ccc(Cl)cc3)CC2)cc1	i	0.5
Cc1ccc(NC(=S)NCc2ccccc2Cl)c(C)c1	i	-0.27
CCCOC(=O)CCn1c(=S)oc2ccccc21	i	-2.4
CCCn1c(CN2CCN(C(=O)c3ccco3)CC2)nc2c1c(=O)n(C)c(=O)n2C	i	1.3
O=C1CN(C(=O)c2ccco2)C(c2ccccc2)c2cc(Cl)ccc2N1 (stereo not given)	i	-0.89
CC(C)Oc1ccc(/C=C(\C#N)C(=O)NC2CC2)cc1	i	0.75
C/C(=N\O)C(=O)Nc1ccccc1	i	1.3

# In the list so far, these have a thiophene ring, fused or not:
Molecule	CHT inh	Kir21 inh
COc1ccc(-c2ccc(SCC(=O)c3cccs3)nn2)cc1OC	i	1.5
NNC(=O)/C(=C/c1cccs1)NC(=O)c1ccccc1Cl	i	0.63
O=C(Nc1cc(-c2nc3ncccc3o2)ccc1Cl)c1cccs1	i	-0.03
CCN(CC(=O)Nc1sc2c(c1C#N)CCC(C)C2)CC(=O)NC1CCS(=O)(=O)C1 (stereo not given)	i	0.65

# Continued.
Molecule	CHT inh	Kir21 inh
COC(=O)c1ccc(N2CCN(C)CC2)c(NC(=O)COc2ccc(OC)cc2)c1	i	-0.49
CCCCN(CC)CCNC(=O)CNC(=O)Cn1ccc2ccccc2c1=O	i	1.7
CN(C(=O)c1ccc(-c2nn(C)c(=O)c3ccccc23)cc1)C1CCCCC1	i	0.79
COc1ccc(NC2=NC(=S)N(c3ccc(C)cc3)C23CCCCC3)cc1	i	-0.76
Cc1ccc(N(CC(=O)NC2CCCC2)C(=O)c2nsc(Cl)c2Cl)cc1	i	0.07
CCOC(=O)c1cc(C#N)c(N2CCCCC2)nc1-c1ccccc1	i	0.33
COCCOc1cc2ncnc(N3CCC(C(=O)O)CC3)c2cc1OCCOC	i	0.18
CCOC(=O)CN1C(=O)CSc2ccccc21	i	1.3
O=C(NNC(=O)c1cc(-c2cccnc2)nc2ccccc12)Nc1ccc(Cl)cc1	i	-0.85
O=C1C=C(c2ccccc2)CC(/C=C/c2ccccc2)C1 (stereo not given)	i	0.03
CCOC(=O)CNC=C(C(=O)OCC)C(=O)OCC	i	0.31
CCOC(=O)C1(Cc2ccc(Cl)cc2)CCN(C(=O)c2cc(C)nc(C)n2)CC1	i	0.37
Cc1ccc(C(=O)N/C(=C/c2ccco2)C(=O)NC2CCS(=O)(=O)C2)cc1 (stereo not given)	i	0.95
Cc1ccc(NC(=O)Cn2nnc3ccccc3c2=O)cc1C	i	-2.4
COCCn1c(Cc2ccccc2)nnc1SCC(=O)N1CCCCC1C (stereo not given)	i	0.26
COC(=O)N/N=C(\C)c1cccs1	i	1.2
O=C(NNC(=S)Nc1ccccc1)c1cccnc1	i	0.69
O=C(O)c1ccc(NC(=O)C2C3CCC(O3)C2C(=O)O)cc1 (stereo not given)	i	1.6
O=C(Nc1cccnc1Cl)C1=NN(c2ccccc2)C(=O)CC1	i	0.95
O=C(O)CCC(=O)Nc1ccc(Sc2ccc([N+](=O)[O-])cc2)cc1	i	2.1
O=C(CCS(=O)(=O)c1ccc(Br)s1)Nc1ccccc1Br	i	1.9
Cc1cc(C(=O)Cn2nc(C(=O)O)c3ccccc3c2=O)c(C)n1-c1ccccc1	i	0.32
C(#Cc1ccccc1)C[N+]1(CC#Cc2ccccc2)CCCC1	i	-1.2
CC(=O)c1c(C)[nH]c(C(=O)NCC2CCCCC2)c1C	i	1.4
O=C(NC1CCCC1)C1CCCN1C(=O)Nc1ccc(Cl)cc1 (stereo not given)	i	0.55
COc1ccc(N2CCN(Cc3nc4scc(-c5cccs5)c4c(=O)[nH]3)CC2)cc1	i	1.2
CCOC(=O)C(CC)Sc1nnc2n1C(C)(C)Cc1ccccc1-2 (stereo not given)	i	-0.45
CC(=O)N1CCN(S(=O)(=O)c2cccc(C(=O)Nc3ccc4c(c3)OCO4)c2)CC1	i	-2.1
COc1ccc(CN2C(=O)C(O)(CC(=O)c3c(C)n[nH]c3C)c3ccccc32)cc1OC (stereo not given)	i	nt
Cn1c(=S)[nH]c2ccccc21	i	2.5

# (listing goes on)
# Values in the order: CHT inh	Kir21 inh
- Cc1ccc(S(=O)(=O)N2CCN(C(=O)c3c(C)nn(-c4ccccc4)c3Cl)CC2)cc1
  i	1.4
- COc1ccc(NC(=S)NCC(c2cccnc2)N2CCOCC2)cc1 (stereo not given)
  i	-2.1
- Cc1ccc(N=Cc2c(O)n(C)c(=O)n(C)c2=O)nc1
  i	0.06
- S=C(Nc1ccc(Oc2ccccc2)cc1)NC1CCCCC1
  i	-1.3
- CCC(C)(C)NC(=O)CN(CC1CCCO1)C(=O)CNS(=O)(=O)c1ccccc1 (stereo not given)
  i	0.02
- CCn1c(=O)cc(SCC(=O)N2CCC(C)CC2)c2ccccc21
  i	-0.58
- COc1ccc(O)c(/C=N/NC(=O)c2ccc(N3CCCC3=O)cc2)c1
  i	1.2
- Cc1nc2sc(C(c3cccc(F)c3)N3CC(C)OC(C)C3)c(O)n2n1 (stereo not given)
  i	0.97
- CC(Sc1nnnn1C)C(=O)Nc1ccc(Oc2ccccc2)cc1 (stereo not given)
  i	0.57
- COC(=O)CNC(=O)C12CC3CC(C1)CC(c1ccc(C)cc1)(C3)C2
  i	-0.06
- COc1cccc(C2CCCN2Cc2nc(CCC(C)C)no2)c1 (stereo not given)
  i	0.26
- Cc1cc(=O)[nH]c2c1c(C)nn2C1CCOC(C)(C)C1 (stereo not given)
  i	-1.7
- O=C(Nc1cnc2sccn2c1=O)c1ccc(Cl)cc1Cl
  i	0.25
- Cc1ccc(N/N=C2\COC(C)(C)CC2=O)cc1
  i	0.33
- Cc1nc(OCC(=O)c2ccc(Cl)cc2)c(C#N)c2c1COC(C)(C)C2
  i	-0.84
- CCOC(=O)c1c(NC(=O)CSc2nnnn2C)sc(C)c1-c1ccc(C)cc1
  i	2.3
- CC1C(=O)C(C)C(c2cccs2)NC1c1cccs1 (stereo not given)
  i	-0.93
- CSc1cccc(NC(=S)N2CCCN(Cc3cccc(Cl)c3)C2)c1
  i	-1.1
- COc1ccc(CNC(=O)c2ccc(NC(=O)CC3SC(N4CCCCC4)=NC3=O)cc2)cc1 (stereo not given)
  i	0.25
- Cc1cc(C)n2cc(CSC3=NCCS3)nc2n1
  i	-2
- O=c1c2ccccc2nc(/C=C/c2cccnc2)n1CCc1ccccc1
  i	-0.72
- COC(=O)C1CSC(C(=O)OC)N1C(=O)Nc1ccc(Cl)cc1 (stereo not given)
  i	-0.2
- CCCN(CC(=O)Nc1ccc(C)cc1Br)CC(=O)Nc1ccc(F)c(F)c1F
  i	-0.46
- CCOC(=O)CSc1nc2c(sc(=S)n2-c2ccccc2)c(=O)[nH]1
  i	2.5
- O=C(Nc1ccc2c(c1)OCCO2)C1c2ccccc2C(=O)N2CCc3ccccc3C12 (stereo not given)
  i	-0.36
- COc1ccc(CN(C)C(=O)c2cc(-c3ccc(OC)c(OC)c3)nc3ccccc23)c(OC)c1
  i	0.64
- Cc1ccc(-c2nn(CCC(=O)NN3CCOCC3)c(=O)c3ccccc23)cc1
  i	0.92
- O=C(NC1CCCC1)C1CCCN(S(=O)(=O)c2ccc(F)cc2)C1 (stereo not given)
  i	-1.2
- Cc1ccc(C(=O)CSc2nnc(COc3cccc(C)c3)o2)cc1
  i	1.2
- CN(C)c1ccc(CN2CCCCC2)cc1
  i	-0.7
- CC(=O)Nc1cccc(NC(=O)C2CCCN2C(=O)Nc2ccc(Cl)cc2)c1 (stereo not given)
  i	0.06
- Cc1ccc(OCCC(=O)OC(C)C(=O)Nc2c(C)n(C)n(-c3ccccc3)c2=O)cc1 (stereo not given)
  i	1.7
- Cc1ccc(/C=C/c2nnc(-c3cccc(C)c3)o2)cc1
  i	-0.01
- O=C(CSc1nnc2ncccn12)N1CCCCCC1
  i	0.68
- CC(C)CN=C(NS(=O)(=O)c1ccccc1)C(Cl)(Cl)Cl
  i	-2.5
- Cc1cc(=O)oc2cc(OCc3ccc(S(=O)(=O)N4CCOCC4)cc3)ccc12
  i	0.33
- CCCNNC(=O)C(O)(c1ccccc1)c1ccccc1
  i	0.05
- COc1ccc(CCNC(=O)C2CCN(S(=O)(=O)c3ccc(NC(C)=O)cc3)CC2)cc1OC
  i	0.1
- CC(C)(C)c1ccc(CCC2OCC(CN3CCOCC3)O2)cc1 (stereo not given)
  i	-1.9
- CCCCOc1ccc(C(=O)NCCc2ccccc2)cc1
  i	-1.2
- O=C(CCNS(=O)(=O)c1ccc2c(c1)CCC(=O)N2)NCc1ccc2c(c1)OCO2
  i	1.8
- Cc1ccc(S(=O)(=O)N2CCN=C2SC(C)c2ccccc2)cc1 (stereo not given)
  i	-0.8
- COc1cnc(N(C)C)nc1Sc1ccc(Cl)cc1
  i	-1
- c1ccc(Oc2ccc3ccccc3n2)cc1
  i	-1.4
- Cc1cc(NC(=O)Nc2cccc(Cl)c2)n(-c2ccccc2)n1
  i	-1.3
- COc1ccc(Sc2ccccc2CN(C)C)cc1OC
  i	-2
- COc1ccc(NC(=O)NNC(=O)COc2cc(C)c(Cl)c(C)c2)c(OC)c1
  i	-0.16
- O=C(CN1CCCCCC1)Nc1ccc(Cl)cc1F
  i	-0.76
- O=C(Oc1ccc(-c2nc(-c3ccccn3)no2)cc1)c1ccccc1
  i	0.18
- NC(=S)Nc1cccc2cn[nH]c12
  i	-1.6

# Next records:
# Values in the order: CHT inh	Kir21 inh
- Cc1c(NC(=O)CSc2ncnc3c2cnn3-c2ccccc2)c(=O)n(-c2ccccc2)n1C
  i	-0.2
- C/C(=N\Nc1cc(C)nc(NCc2ccccc2)n1)c1ccc([N+](=O)[O-])cc1
  i	-0.01
- CCc1nc(SCC(=O)Nc2c(C)n(C)n(-c3ccccc3)c2=O)n[nH]1
  i	-1.7
- O=C(c1cccc(F)c1)N1CCN(C(=O)C2CC2)CC1
  i	-2.2
- CCN(CC)C(=O)c1sc2[nH]c(=S)n(-c3ccccc3)c(=O)c2c1C
  i	1.4
- CN(C)C(=O)COc1ccc(Br)cc1
  i	3.6
- Cc1ccc(NC(=O)C(c2ccccc2)c2ccccc2)nc1
  i	0.07
- COc1ccc(CCNC(=O)CC(C)S(=O)(=O)c2ccc3c(c2)NC(=O)CO3)cc1OC (stereo not given)
  i	-0.07
- CCOC(=O)N/N=C/c1ccc(N2CCOCC2)s1
  i	0.43
- Cc1nc([N+](=O)[O-])cn1CC(O)c1ccc(F)cc1 (stereo not given)
  i	0.07
- COc1ccc2nc(Nc3ccccc3OC)sc2c1
  i	0.07
- CN(CC(=O)NCc1ccncc1)S(=O)(=O)c1ccc(F)cc1
  i	1.6
- COc1ccccc1CCNC(=O)C(=O)NCC1OCCN1S(=O)(=O)c1ccc(F)cc1 (stereo not given)
  i	-0.77
- COc1ccc(CC(=O)NC2CCSc3ccccc32)cc1OC (stereo not given)
  i	0.66

# Part of the list above in order of formula weight, low to high.
# Values in the order: CHT inh	Kir21 inh
- Cc1nc([N+](=O)[O-])cn1CC(O)c1ccc(F)cc1 (stereo not given)
  i	0.07
- CC(C)Oc1ccc(/C=C(\C#N)C(=O)NC2CC2)cc1
  i	0.75
- O=C(c1cccc(F)c1)N1CCN(C(=O)C2CC2)CC1
  i	-2.2
- O=C(O)CCC(=O)Nc1ccc(Sc2ccc([N+](=O)[O-])cc2)cc1
  i	2.1
- COc1ccc(NC2=NC(=S)N(c3ccc(C)cc3)C23CCCCC3)cc1
  i	-0.76

# Assay outcomes: PubChem, Johns Hopkins Ion Channel Center
